Rtt109 Vps75: C. albicans Rtt109 histone acetyltransferase inhibition; purified Rtt109/Vps75, ThioGlo CoA-SH fluorescence, 4 h; inhibition, % at 34.9 µM; 0.16% of 330,000 active;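 active means inhibition of at least 50% in every replicate; inconclusive means best replicate reaches 50% inhibition but some replicates fall short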
Target sequence (Q5AAJ8 whole entry, looked up): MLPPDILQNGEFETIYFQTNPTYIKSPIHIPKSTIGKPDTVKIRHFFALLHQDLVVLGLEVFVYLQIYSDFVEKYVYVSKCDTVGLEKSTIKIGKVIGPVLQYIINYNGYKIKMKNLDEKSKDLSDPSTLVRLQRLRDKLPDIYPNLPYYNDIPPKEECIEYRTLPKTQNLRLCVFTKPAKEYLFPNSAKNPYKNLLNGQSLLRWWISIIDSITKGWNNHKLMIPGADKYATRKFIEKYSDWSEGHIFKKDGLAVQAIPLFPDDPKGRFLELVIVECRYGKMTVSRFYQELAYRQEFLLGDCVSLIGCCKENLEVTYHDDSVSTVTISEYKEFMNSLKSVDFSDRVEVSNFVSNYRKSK
CAL PDZ inh: blocks peptide binding to human CAL PDZ domain. 0.02% of 330,000 active. purified CAL PDZ, TMR-peptide fluorescence polarization, 1 h. inhibition, % at 20 µM. AID 504414. Q9HD26;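 active means highest replicate inhibition of at least 40%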;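 further: plate controls were DMSO neutral control wells for no effect and unlabeled competitor peptide control wells for full effect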
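Control set: unlabelled peptide and DMSO controls / Material: purified CerCALP PDZ construct / Timing: 1 h incubation at room temperature before polarization reading / Doses: 20 µM, one dose / Detection: fluorescence polarization (mP)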
PfHsp90 yeast 2: inhibits growth of yeast expressing Plasmodium falciparum Hsp90. S. cerevisiae expressing PfHsp90, BacTiter-Glo ATP, 48 h; yeast lacking PDR1 and PDR3 efflux regulators. inhibition, % at 9.4 µM. AID 504621. 0.32% of 310,000 active;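 active means every replicate shows inhibition above about 80%, whatever the replicate mean, limit read from the data; inconclusive means mean inhibition reaches the set limit but some replicate falls short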;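 further: 0% = DMSO neutral controls and 100% = 20 µM radicicol positive controls; yeast relying on Plasmodium falciparum Hsp90 in place of its own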
Wnt bcat act: activates Wnt/beta-catenin signaling in a reporter cell assay; activator, plate reader; activation, % at 9.35 µM; 1.2% of 300,000 active; AID 743398; in the data active means activation above about 30%, passing the limit was not always enough; inconclusive means no clear call, values can overlap the other calls;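 further: 0% = neutral control wells and 100% = positive control wells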
AddAB inh: less growth of phage-infected E. coli with AddAB; AID 435030; inhibition, % at 11.9 µM; E. coli expressing H. pylori AddAB, absorbance growth; 0.29% of 330,000 active; in the data active means inhibition above about 12%;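 further: 0% = vehicle wells of infected cells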
Tat export inh: blocks Tat-dependent protein export in E. coli; AID 488895; inhibition, % at 10 µM; E. coli MC4100 TorA-mCherry Tat export, fluorescence; 0.036% of 340,000 active;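 active means mean replicate inhibition at least 50% and at least half of replicates individually reaching 50%; inconclusive means only one of the two criteria met; inactive means neither criterion met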;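 further: exported cargo escapes ClpAP degradation while cytoplasmic cargo is degraded and loses fluorescence; 0% = median of neutral control wells and 100% = median of NaSCN control wells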
phage Ecoli inh: E. coli growth loss with phage present; growth absorbance; 0.26% of 360,000 active; AID 651602; inhibition, % at 11.9 µM; in the data active means inhibition above about 11%
PvdQ acylase: P. aeruginosa PvdQ acylase inhibition; purified PvdQ acylase, fluorescence plate reader; 0.063% of 340,000 active; AID 488965; inhibition, % at 10 µM; in the data active means inhibition above about 30%, passing the limit was not always enough; inconclusive means no clear call, values can overlap the other calls;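 further: 0% = vehicle neutral wells and 100% = reference inhibitor wells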
Ecoli viability: reduces bacterial viability in AddAB counter-screen; 0.27% of 330,000 active; E. coli V3065 growth, OD600 absorbance, 18 h; inhibition, % at 11.9 µM; AID 449728;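 active means inhibition above the campaign's mean inhibition across all tested compounds plus 3 SD, cut at about 9.9% in these data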;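 further: uninfected addAB+ strain grown without phage in ampicillin broth; 0% = DMSO wells and 100% = ciprofloxacin 0.95 µg/ml wells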
DAGLB inhibitor: blocks human DAGLB lipase activity; Q8NCG7; HEK293T DAGLB membrane lysate, EnzChek fluorogenic substrate; inhibition, % at 5.17 µM; 0.059% of 340,000 active; in the data active means inhibition above about 34%;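 further: 0% = enzyme with vehicle and 100% = wells lacking enzyme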
Target sequence (Q8NCG7 whole entry, looked up): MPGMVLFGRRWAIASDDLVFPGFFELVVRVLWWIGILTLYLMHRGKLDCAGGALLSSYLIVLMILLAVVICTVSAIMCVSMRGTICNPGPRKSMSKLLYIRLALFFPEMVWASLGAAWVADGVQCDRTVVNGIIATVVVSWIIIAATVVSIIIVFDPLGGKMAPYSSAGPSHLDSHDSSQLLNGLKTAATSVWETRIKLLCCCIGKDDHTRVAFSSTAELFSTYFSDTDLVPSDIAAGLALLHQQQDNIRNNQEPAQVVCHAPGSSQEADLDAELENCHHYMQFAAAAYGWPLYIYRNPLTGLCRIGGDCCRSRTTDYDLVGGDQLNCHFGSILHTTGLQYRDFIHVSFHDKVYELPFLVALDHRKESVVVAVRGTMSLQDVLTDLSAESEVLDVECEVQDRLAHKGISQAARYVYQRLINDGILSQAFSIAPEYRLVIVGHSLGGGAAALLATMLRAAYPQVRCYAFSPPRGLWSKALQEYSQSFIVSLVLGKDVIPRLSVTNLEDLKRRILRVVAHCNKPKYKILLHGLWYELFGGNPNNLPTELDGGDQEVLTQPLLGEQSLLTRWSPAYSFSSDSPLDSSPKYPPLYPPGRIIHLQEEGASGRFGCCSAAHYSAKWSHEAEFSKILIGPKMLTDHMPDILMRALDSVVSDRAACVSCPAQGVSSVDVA
* = called active by the depositor; ? = inconclusive; / = no result given.

Molecule,Rtt109 Vps75,CAL PDZ inh,PfHsp90 yeast 2,Wnt bcat act,AddAB inh,Tat export inh,phage Ecoli inh,PvdQ acylase,Ecoli viability,DAGLB inhibitor
CC(CC(=O)Nc1ncc([N+](=O)[O-])s1)c1ccccc1 (stereo not given),6.5,0.0,/,18.6,7.1,-12.3,3.8,-3.2,-1.5,-1.0
C=CCn1c(SCc2nc3ccccc3[nH]2)nnc1-c1ccncc1,-5.8,/,-1.0,/,1.3,-0.4,2.8,1.8,2.5,-1.6
CCCOc1ccc2nc(C)c(CCC)c(SC(=N)N)c2c1,-5.9,-0.4,-14.3,1.6,0.5,-1.4,3.5,-18.4,-1.2,-11.0
COCCCNC(=O)CN1C(=O)/C(=C/c2ccccc2)Sc2ccccc21,1.4,-1.8,6.8,-2.7,3.0,-8.3,2.3,-11.1,1.3,-1.4
O=C(Nc1cccc2nsnc12)C1CC(=O)N(c2ccccc2)C1 (stereo not given),-20.2,-1.5,14.7,-2.3,5.3,-6.3,-3.6,-15.0,1.9,-0.1
COc1cc(NS(=O)(=O)c2ccc(NC(=O)COc3cccc(C)c3)cc2)nc(OC)n1,4.7,0.1,-4.6,-1.0,-0.3,2.1,-0.5,-10.5,-1.6,2.0
CC(=O)Oc1ccc2ccccc2c1C(NC(=O)Cc1ccccc1)c1ccc(Cl)cc1 (stereo not given),4.2,-0.6,-75.5,-3.2,2.0,1.5,2.4,-5.3,-3.5,-8.0
O=C(NC1CCN(c2ncccn2)CC1)c1cccc(F)c1,/,-2.7,-5.7,-2.2,-0.2,-4.2,-1.3,-7.0,-1.3,-2.5
CC(C)Cc1ccc(C(C)C(=O)Nc2ncccn2)cc1 (stereo not given),/,-0.7,8.0,-4.7,5.6,-0.9,2.3,-12.0,2.9,-1.2
CCOC(=O)C1CCN(S(=O)(=O)c2ccc(-c3ccc(=O)[nH]n3)o2)CC1,-3.0,-2.5,-9.2,-2.4,1.1,-7.6,0.6,-0.1,-0.1,1.2
Cc1onc(-c2ccccc2)c1C(=O)N1CCN(c2ncccc2C(F)(F)F)CC1,2.5,-1.0,3.6,0.4,0.1,3.3,1.5,-9.1,-1.9,-2.0
NS(=O)(=O)c1ccc(CCNC(=O)CCCn2ncn3c(cc4occc43)c2=O)cc1,-11.4,-1.9,7.4,0.4,1.4,-3.3,-0.2,-5.8,0.9,-4.2
O=C(Cn1nc(C(F)F)cc1C1CC1)N1CCCC1,2.6,-1.9,-27.1,-2.3,0.6,-5.5,-0.6,-19.2,-0.1,2.1
Cc1[nH]n(-c2nc(-c3cccc([N+](=O)[O-])c3)cs2)c(=O)c1C,4.4,-1.6,17.5,?,1.6,0.6,0.7,-5.1,2.9,2.5
C#CCN1C(=O)C(O)(CC(=O)/C=C/C=C/c2ccccc2)c2ccccc21 (stereo not given),2.2,-2.8,-15.6,-0.8,-0.2,-8.5,2.4,-9.2,-0.3,0.7
Cc1ccc(-c2ccc(SCC(=O)NC3CCCC3)nn2)cc1,7.0,-1.3,-23.7,6.9,4.9,4.4,0.7,6.6,0.7,-3.5
CC(C)C[C@H]1CNC(=S)N1CC1CCCN1C[C@H](CC(C)C)N1C[C@H](Cc2ccccc2)N(CC2CCCCCC2)C1=S (stereo not given in full),-6.2,1.5,-7.5,-3.7,/,-3.9,0.6,-10.7,/,-2.5
COc1ccc(N2CCN(C(=O)COC(=O)c3cccc(S(=O)(=O)Nc4ccccc4OC)c3)CC2)cc1,4.1,0.4,-10.0,-4.7,0.0,6.7,3.8,-13.0,-0.5,2.9
O=C(CSc1nnc(Nc2ccccc2)s1)Nc1cccc(S(=O)(=O)N2CCCCC2)c1,10.6,-1.5,-21.9,9.5,3.9,6.5,3.2,-12.1,2.9,1.5
O=C(COC(=O)Cn1cnc2ccccc21)NCCc1ccccc1,/,-0.8,-45.1,/,-1.0,-2.0,2.5,-6.6,-0.2,-0.2
Cc1ccc(NC(=O)COC(=O)CCCC2=NS(=O)(=O)c3ccccc3N2)cc1C,2.9,-1.7,-8.2,-0.3,4.7,5.0,1.9,-5.8,-0.2,0.7
Cc1ccc(C(=O)NCC(=O)Nc2ncccc2C)s1,-3.0,-1.2,13.1,3.3,1.0,5.2,-1.5,0.6,0.1,2.7
COc1ccc([N+](=O)[O-])cc1/C=N/NC(=O)Cc1ccccc1,-3.7,-2.0,21.2,-0.9,0.3,?,1.8,-13.0,-2.6,2.9
CC(C)NC(=O)CN1C(=O)C(=O)c2ccccc21,3.7,0.7,18.2,/,2.2,-4.4,0.4,-13.7,1.8,-0.8
CCCS(=O)(=O)N1CCN(c2ccccc2F)CC1,6.8,0.2,1.7,/,-0.6,-2.8,1.4,6.0,-0.9,-1.7
CCN(CC)c1cccc(OCC(=O)N(C)CCC#N)c1,-6.3,-2.3,-7.9,/,2.4,-14.3,-0.4,-9.3,0.0,-2.0
C=CCN(c1ccccc1)S(=O)(=O)c1cccc(C(=O)NNC(=O)c2ccncc2)c1,-2.9,-2.2,12.8,5.0,0.4,6.2,1.0,-12.1,2.8,1.1
COc1cc(OC)cc(C(=O)N/N=C2/SCC(=O)N2Cc2ccco2)c1,2.7,0.7,7.3,0.0,6.0,0.2,-1.2,-13.6,1.3,0.4
COc1cc(-c2nnn(CC#N)n2)ccc1OCc1ccccc1,33.6,-2.1,-17.5,/,-4.0,-4.2,4.1,6.6,-2.4,-5.0
O=C(Nc1ccc(O)c2c(=O)cc(-c3ccccc3Cl)oc12)c1cccc(Cl)c1,5.4,0.9,17.5,4.0,2.0,4.6,3.3,14.5,4.3,-5.7
COc1ccc(C(=O)C[n+]2cccc(C)c2)cc1,1.4,-0.4,2.6,/,4.0,-3.1,5.4,-1.5,0.4,1.4
COc1cccc(CCc2nnc(CCC(=O)N3CCN(Cc4ccccn4)CC3)o2)c1,-2.5,-1.0,18.5,-1.3,0.7,6.3,1.2,-5.9,3.5,0.7
CN1CCC(NC(=O)Nc2cccc(C(F)(F)F)c2)CC1,2.6,-1.3,-9.6,-2.4,-0.9,2.9,3.4,5.8,1.0,1.9
COc1ccc(-c2cc(-n3c(C(F)(F)F)nc4ccccc43)n(CCC#N)n2)cc1,5.4,-1.9,3.0,-2.5,-2.9,5.9,2.5,4.4,1.6,-2.3
COc1ccc(C(=O)Oc2cc(N)n(S(=O)(=O)c3ccccc3)n2)cc1,-4.9,-1.3,-12.3,-2.9,2.0,-3.8,3.8,-21.9,0.0,-1.4
Cc1ccc(NC(=O)c2cc(C)on2)cc1,-1.9,-1.1,/,/,-1.4,-0.4,4.4,-12.0,-0.4,-0.6
Nc1nn(S(=O)(=O)c2ccccc2)cc1-c1cccc([N+](=O)[O-])c1,-5.4,-0.4,-29.6,2.8,2.5,-1.6,1.1,-3.5,-1.0,0.2
Cc1nc2ccccc2cc1C(=O)N/N=C/c1cccs1,13.6,-0.9,4.3,-0.5,2.3,10.4,3.2,5.2,0.9,0.1
Cc1nc2ccc(-c3nc4ccccc4[nH]3)cc2[nH]1,8.1,-5.8,21.5,?,-1.9,-0.2,2.0,-9.3,-0.3,-0.2
COc1cc(OC)c(OC)cc1/C=N/n1c(C)nc2ccccc2c1=O,-5.6,0.0,0.3,-2.7,1.2,5.4,2.2,-16.5,0.2,4.2
Cc1cccc(-n2c(N)c(-c3nc4ccccc4n3C)c3nc4ccccc4nc32)c1,-1.5,-1.8,-27.7,/,2.4,-9.8,1.7,-12.6,-3.9,2.1
NS(=O)(=O)c1ccc(N=NN2CCCCC2)cc1,1.0,-1.5,-12.5,38.8*,2.5,-11.0,1.1,-7.6,1.9,-1.8
CC(C)Sc1ncc(S(=O)(=O)c2ccccc2)c(=O)[nH]1,-23.9,0.2,23.1,1.7,4.0,-1.9,3.2,-2.9,0.5,2.0
CCN1CCN(S(=O)(=O)c2ccc(Cl)c(C(=O)NCc3nc4ccccc4[nH]3)c2)CC1,-0.5,-0.3,-11.8,-6.6,-0.6,-1.2,-0.1,-14.2,0.3,0.0
CCOC(=O)C1CCN(c2ncnc3c2[nH]c2cccc(OC)c23)CC1,6.4,-0.3,4.1,/,2.0,19.3,2.2,-4.1,3.3,1.6
CC(C)CCNC(=O)C1CCCN(S(=O)(=O)c2ccc3c(c2)CC(C)N3C(=O)C2CC2)C1 (stereo not given),23.1,-1.7,-2.7,-1.7,3.7,8.2,2.0,-8.7,-2.2,2.8
CCCCNS(=O)(=O)c1ccc(S(=O)(=O)n2cnc3ccccc32)cc1,2.5,-1.1,-11.8,1.1,1.3,-11.0,0.3,-8.9,-1.1,0.6
COc1ccc(CNC(=O)C[C@H]2C[C@H](C(=O)N3CCCCC3)[C@@]3(C)c4[nH]c5cc(-c6ccco6)ccc5c4CCN3C2=O)cc1OC,-1.6,-0.9,3.3,-2.4,-2.0,6.9,2.0,-11.2,0.0,4.2
Cc1ccc(C(=O)C(OC(=O)c2c(C)cc(=O)oc2C)c2ccccc2)cc1 (stereo not given),2.3,-2.2,-0.2,-0.6,2.2,11.1,2.8,-10.1,0.1,-2.4
COc1ccccc1OCCOCCOc1c(C)cc(C)cc1Br,3.0,-0.6,11.3,-2.5,6.1,10.1,3.5,-25.2,1.5,-20.5
O=C(OCc1cnc(Cl)s1)c1cccs1,-4.4,0.1,-10.2,0.4,-0.6,-0.5,3.4,-5.7,2.9,-0.8
COC(=O)N1C/C=C\C(c2ccc(OC)cc2)N(Cc2ccc(F)cc2)C(=O)C1 (stereo not given),5.2,1.1,/,0.6,2.7,7.0,2.0,-19.0,0.3,-0.1
CN(CC(=O)NCC(=O)Nc1ccc(F)c(F)c1F)C1CCS(=O)(=O)C1 (stereo not given),-0.6,-0.5,15.9,-0.3,-1.0,-6.4,2.3,-8.2,0.0,2.4
COc1ccccc1/C=C/C(=O)NC1CC2CCC1C2 (stereo not given),-11.3,-3.3,27.8,3.5,2.2,1.1,1.5,-3.1,2.3,-0.7
COc1cc(C2/C(=C(\O)c3ccc4c(c3)CC(C)O4)C(=O)C(=O)N2CCN2CCOCC2)cc(OC)c1OC (stereo not given),5.0,-1.6,1.2,1.9,1.2,-9.1,-1.0,2.8,-1.9,0.6
O=[N+]([O-])c1cc([N+](=O)[O-])c(Oc2ccc(Cl)c3cccnc23)cc1NN1CCCCC1,-2.7,-0.3,-33.7,-7.2,-0.1,7.0,-0.5,-8.3,-0.8,0.0

Reprinted at random: 2 compounds from above.
Molecule,Rtt109 Vps75,CAL PDZ inh,PfHsp90 yeast 2,Wnt bcat act,AddAB inh,Tat export inh,phage Ecoli inh,PvdQ acylase,Ecoli viability,DAGLB inhibitor
COc1ccc(C(=O)Oc2cc(N)n(S(=O)(=O)c3ccccc3)n2)cc1,-4.9,-1.3,-12.3,-2.9,2.0,-3.8,3.8,-21.9,0.0,-1.4
NS(=O)(=O)c1ccc(CCNC(=O)CCCn2ncn3c(cc4occc43)c2=O)cc1,-11.4,-1.9,7.4,0.4,1.4,-3.3,-0.2,-5.8,0.9,-4.2

Screening results deposited in PubChem BioAssay by several laboratories.
